High-throughput results (PubChem)
GAA glycogen mod: alters human alpha-glucosidase cleavage of glycogen; P10253; recombinant GAA, glycogen substrate, Amplex Red glucose oxidase fluorescence; Potency, µM (top dose mostly 76.4 µM), inactives show top-dose activity change, negative = inhibition, usual class: inhibitors; 300,000 tested, 0.38% active; active = well fitted inhibition curve with a large enough effect; inconclusive = small, poorly fitted or top-dose-only effect, or another doubt; inactive = no such curve, though single readings can be large or run the other way;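 also: 0% = full enzyme reaction and -100% = no-enzyme basal signal; the screen sought inhibitors and activators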
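Recombinant human enzyme (4 nM); glycogen substrate; 37 C, 40 min, pH 5.0. Readout: coupled glucose oxidase/Amplex Red fluorescence.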
Numbers without * were called inactive; ? = inconclusive; [ ] = another dose, or the depositor's remark. Potency is read from the fitted curve at half-maximal effect. The list is partial; the hit share may differ from the screen's.

SMILES	GAA glycogen mod
CCC(C)c1ccccc1NS(=O)(=O)c1cnn(CC)c1 (centres undefined)	4%[76.3 µM]
COc1ccc(CC(=O)N/N=C(\C)CC(=O)Nc2ccc3c(c2)OCCO3)cc1	6%
COc1ccccc1N1CCN(C(=O)CCc2nnc3ccc(N4CCCC4)nn23)CC1	-2%[76.3 µM]
CCOc1cc(C(=O)NCc2ccco2)cc(OCC)c1OCC	-14%[15.3 µM]
CCN(CC)S(=O)(=O)c1cc(NC(=O)Cc2ccsc2)ccc1C	-6%
COc1ccccc1C(=O)N1CCN(Cc2cccnc2)CC1	5%
Cc1ccc(NS(=O)(=O)c2cccs2)c(C)c1	-6%[76.3 µM]
S=C(NCC1CCCO1)c1ccc(Br)cc1 (centres undefined)	1%[76.3 µM]
COc1ccccc1-c1noc2ncnc(Nc3ccc4c(c3)OCO4)c12	6%[76.3 µM]
COc1ccc(CNC(=O)N2CCN(S(=O)(=O)c3ccc(C)cc3C)CC2)cc1	1%
O=C(NCc1ccccc1)C1CC(=O)N(C2CCCCC2)C1 (centres undefined)	1%[76.3 µM]
CC(C)C(=O)Nc1cccc(C(=O)Nc2ccc(S(=O)(=O)N3CCOCC3)cc2)c1	-14%[76.3 µM]
COc1cc(C(=O)NCCC(=O)NC(C)CCc2ccccc2)cc(OC)c1OC (centres undefined)	3%[76.3 µM]
CN1C(=O)CSC1=Nc1cccc(Cl)c1	18%[76.3 µM]
Cc1ccc(S(=O)(=O)NCCn2cnc([N+](=O)[O-])n2)cc1	6%
O=C(O)c1ccc(NS(=O)(=O)c2cccc(C(=O)Nc3ccc(Br)cc3)c2)cc1	1%[76.3 µM]
COCCN(Cc1cccs1)S(=O)(=O)c1ccc(-c2ccc(=O)[nH]n2)s1	-3%[76.3 µM]
O=C1c2ccccc2S(=O)(=O)N1Cc1c(F)cccc1Cl	0%
Cc1ccc2c(c1)N(C(=O)CCC(=O)NCc1ccccc1)CC(C)O2 (centres undefined)	1%[76.3 µM]
CCN(CC)C1CCN(C(=O)c2ccc3nc(Cc4ccc(OC)cc4)oc3c2)C1 (centres undefined)	-15%[76.3 µM]
Cc1ccc(N(CC(=O)NCc2ccco2)C(=O)CCC(=O)Nc2nccs2)cc1C	13%
Cc1ccc(-n2ncc3c2CC(C)(C)CC3NC(=O)CCn2cncn2)cc1 (centres undefined)	-1%[76.3 µM]
COc1ccc(Br)c(C(=O)Nc2nc3ccccc3[nH]2)c1	-4%
O=C(NC1CCCCC1)C1CCC(CNS(=O)(=O)c2ccccc2)CC1 (centres undefined)	6%
COc1ccc(NC(=O)c2ccccc2NC(=O)C2CC=CCC2C(=O)O)cc1 (centres undefined)	3%[76.3 µM]
Cc1c(Cc2ccccc2)c(=O)oc2c(C)c(OCC(=O)NCC3CCC(C(=O)O)CC3)ccc12 (centres undefined)	-12%[76.3 µM]
Cc1nn(Cc2c(F)c(F)c(F)c(F)c2F)c(C)c1NC(=O)c1nn(C)c(C)c1Br	-3%[76.3 µM]
Cc1cccc(C(=O)OC2CCOC2=O)c1O (centres undefined)	3%
Cc1cc(C)n2nc(SCc3ccc(F)cc3Cl)nc2n1	-2%
CCCc1cc(=O)oc2cc(OCc3ccc(C(=O)O)cc3)ccc12	2%
Cc1ccccc1-n1ncc2c1CC(C)(C)CC2NC(=O)c1snnc1C (centres undefined)	1%[76.3 µM]
CCN(Cc1ccccc1)S(=O)(=O)c1ccc(C(=O)N(CCCN(C)C)c2nc3c(F)cccc3s2)cc1	-7%[76.3 µM]
COc1ccccc1CNC(=O)CNC(=O)c1ccc(Br)o1	-4%[76.3 µM]
CC1CN(S(=O)(=O)c2csc(C(=O)Nc3ccccc3)c2)CC(C)O1 (centres undefined)	-3%[76.3 µM]
COCC(=O)N1CCCC(N(C)CCc2ccc(OC)c(OC)c2)C1 (centres undefined)	2%[76.3 µM]
Cc1cc(C)n(Cc2cccc(C(=O)N/N=C/c3ccncc3)c2)n1	-6%[76.3 µM]
CCOc1ccc2nc(SCC(=O)NCc3ccccc3OC)[nH]c2c1	-2%
Cc1ccc(C(C)C)c(OCCCN2CCc3ccccc3C2)c1	-12%[76.3 µM]
COc1ccc(-n2nc3ccc(N)cc3n2)cc1Cl	5%[76.3 µM]
CCOCCCNc1ncnc2c1nc1n2CCCC1	-1%
COc1ccc(NC(=O)CSc2nc3c(c(=O)n2C)SCC3)cc1OC	0%[76.3 µM]
O=C(COc1ccc(Cl)cc1)NC1CC1	-1%[76.3 µM]
O=S1(=O)NC2c3ccccc3CC2O1 (centres undefined)	-22%[76.3 µM]
CC(C)CN(C(=O)c1cccc(F)c1)c1c(N)n(CC(C)C)c(=O)[nH]c1=O	13%[76.3 µM]
CCc1ccc(NC(=O)c2cccc(NC3=NC4CS(=O)(=O)CC4S3)c2)cc1 (centres undefined)	8%[76.3 µM]
Cc1c(C(=O)N2CCCCC2)c(S(=O)(=O)N2c3ccccc3CC2C)c(C)n1C (centres undefined)	-6%[76.3 µM]
Cc1ccc(/C=C2/SC(=S)N(CCC(=O)NCCCN3CCOCC3)C2=O)cc1	0%[76.3 µM]
O=C(/C=C/c1ccc(-c2ccccc2)cc1)NCc1cccnc1	-6%[76.3 µM]
O=C(NNC(=O)c1ccc[nH]1)c1cccc(C(F)(F)F)c1	-6%[76.3 µM]
O=[N+]([O-])c1ccc(/C=N/N2CCCCC2)cc1	-7%
Cc1ccc(N(CC(=O)N2CCCCCC2)S(=O)(=O)c2ccccc2)cc1	9%
CCOC(=O)N1CCN(C(=O)c2ccc3c(=O)n(CCc4ccc(OC)c(OC)c4)c(=O)[nH]c3c2)CC1	-4%[76.3 µM]
Cc1ccc2c(c1)N(CC(=O)NC1CCCC1)C(=O)c1cccnc1O2	-8%[76.3 µM]
COc1ccc(-c2nc(C)ncc2-c2ccc(Cl)cc2)c(O)c1	4%
Cc1ccc(C(=O)C2CCN(CC(=O)NCc3ccc(F)cc3)CC2)cc1	-5%
CC(=O)NCCc1nc2cc(NC(=O)c3ccc(Cl)cc3)ccc2n1C	3%
COc1ccc(C)cc1NC(=O)CCCN1C(=O)C(c2ccccc2)Oc2cccnc21 (centres undefined)	1%[76.3 µM]
CCc1nc(SCC(=O)Nc2ccc(F)cc2)c2c(=O)n(C)c(=O)n(C)c2n1	-1%[76.3 µM]
NS(=O)(=O)c1cc(C(=O)Nc2ccc3c(c2)OCCCO3)ccc1Cl	1%
CCn1nc(C)cc1C(=O)N(C)C1CCCN(Cc2ccccc2F)C1 (centres undefined)	0%[76.3 µM]

Single values from the entries so far:
Value for COc1ccc(-n2nc3ccc(N)cc3n2)cc1Cl under GAA glycogen mod: 5%[76.3 µM]
Value for COCC(=O)N1CCCC(N(C)CCc2ccc(OC)c(OC)c2)C1 (centres undefined) under GAA glycogen mod: 2%[76.3 µM]

3 entries from above, sorted by their value in GAA glycogen mod, largest number first.
SMILES	GAA glycogen mod
COc1ccc(-c2nc(C)ncc2-c2ccc(Cl)cc2)c(O)c1	4%
CCOCCCNc1ncnc2c1nc1n2CCCC1	-1%
CCOc1ccc2nc(SCC(=O)NCc3ccccc3OC)[nH]c2c1	-2%

(further entries)
SMILES	GAA glycogen mod
COC(=O)c1cc(S(=O)(=O)N(C)C2CCCCC2)cn1C	-13%[76.3 µM]
CC(=O)NCCC(=O)Nc1cc(S(=O)(=O)Nc2ccc(Cl)cc2)ccc1N1CCCC1	-12%
COc1cc(C(c2c(C(=O)O)[nH]c3ccccc23)c2c(C(=O)O)[nH]c3ccccc23)ccc1OCc1ccccc1	?
Cc1ccc(C(=O)N2CCC(C(=O)c3ccc(Cl)cc3)CC2)cc1	-2%[76.3 µM]
O=C(N/C(=C\c1cccnc1)C(=O)N1CCCCC1)c1cccc(Br)c1	-5%
Cc1cc2oc(=O)cc(CN(C)Cc3ccccc3F)c2cc1Cl	-6%
Cc1ccc(CSCC2Nc3ccc(C(=O)N4CCN(c5cccc(C)c5)C(C)C4)cc3NC2=O)cc1 (centres undefined)	-5%[76.3 µM]
CC1CCCCC1NC(=O)CCC(=O)N1CCOc2ccc(Cl)cc21 (centres undefined)	-11%[76.3 µM]
CN(C)CCCN(C(=O)c1cc(Cl)sc1Cl)c1nc2cc3c(cc2s1)OCO3	-9%[76.3 µM]
CC(=O)N1c2ccc(S(=O)(=O)N3CCCC(C(=O)NCc4ccc(Cl)cc4)C3)cc2CC1C (centres undefined)	-4%[76.3 µM]
CCC(=O)N1CCc2cc(S(=O)(=O)CCC(=O)N3CCCC(C)C3)ccc21 (centres undefined)	1%[76.3 µM]
Cc1nc(C)n(C(C)CNC(=O)c2ccccc2)n1 (centres undefined)	-1%[76.3 µM]
N#Cc1ccc(C(=O)NCCCSc2ccccc2)cc1	-1%
COc1cc(C(=O)NCC2(c3ccccc3)CCCC2)cc(OC)c1OC	1%[76.3 µM]
O=S(=O)(O)c1cc(OS(=O)(=O)c2ccccc2)cc2ccccc12	-6%[76.3 µM]
CCOC(=O)N1CCN(C(=O)c2cc3ccccc3o2)CC1	4%[76.3 µM]
NNC(=O)CSc1c(-c2ccccc2)c2cc(Cl)ccc2[nH]c1=O	-1%
C#CCOc1ccc(/C=C2/C(=O)NN(c3ccc(F)cc3)C2=O)cc1OC	4%
Cc1ccc(CNC(=O)c2ccccc2NC(=O)C2=CSCCO2)cc1	-3%[76.3 µM]
COc1ccc(NC(=O)Nc2cnccn2)cc1OC	4%[76.3 µM]
Cc1nn(C(C)C(=O)NCc2ccccc2F)c(=O)c2nn(-c3ccccc3)c(C)c12 (centres undefined)	2%[76.3 µM]
Cc1cc(C)cc(NC(=O)N2CCNC(=O)C2CC(=O)Nc2cc(Cl)ccc2Cl)c1 (centres undefined)	-6%[76.3 µM]
CCOc1ccc2nc(N(Cc3ccccc3)C(=O)CCNC(C)=O)sc2c1	-5%[76.3 µM]
C#CCOc1coc(COC(=O)c2ccccc2)cc1=O	-7%[76.3 µM]
CC(NC(=O)CNC(=O)c1sc2ccccc2c1Cl)c1cccnc1 (centres undefined)	-3%
Oc1cc2c(cc1CN1CCN(c3ncccn3)CC1)OCO2	?
CCN(CC)CCCNC(=O)c1cc2nc(-c3ccccc3)cc(C(F)(F)F)n2n1	2%[76.3 µM]
COCC1CCCCN1C(=O)c1cccc(OC2CCN(C(=O)C3CC3)CC2)c1 (centres undefined)	-10%[76.3 µM]
COc1ccc(S(=O)(=O)NCc2cccnc2)cc1Br	1%[76.3 µM]
COCCCNc1nc(N)c([N+](=O)[O-])c(NC2CCCCC2)n1	0%
CN(CC(=O)NCC1CCCO1)S(=O)(=O)c1ccc(Br)cc1 (centres undefined)	-1%[76.3 µM]
O=C(COc1ccc2c3c(c(=O)oc2c1)CCC3)NCCCN1CCOCC1	1%[76.3 µM]
CC(C)N1CC(C(=O)Nc2ccc(Cl)c(Cl)c2)CC1=O (centres undefined)	-4%[76.3 µM]
O=C(NC1CCCC1)C1CCN(C(=O)c2cccc(Cl)c2)CC1	4%
CCOC(=O)C1(CCOC)CCN(CC(C)Cc2ccc3c(c2)OCO3)CC1 (centres undefined)	5%[76.3 µM]
O=C(c1cc(-c2cccc(Br)c2)nc2ccccc12)N1CCCC1	-8%[76.3 µM]
Cc1c(C)c2ccc(OCC(=O)NC(Cc3ccc(Cl)cc3)C(=O)O)cc2oc1=O (centres undefined)	-12%[76.3 µM]
O=C(C[n+]1cccc2ccccc21)c1ccc(Cl)cc1	1%
CC1=CCC2C(=O)N(c3cccc(C(=O)NC(C)c4ccccc4)c3)C(=O)C2C1 (centres undefined)	-1%
CCN(CC)C(=O)Cn1cc(C(=O)C(=O)N2CCN(C)CC2)c2ccccc21	1%[76.3 µM]
O=C(NNC1=NS(=O)(=O)c2ccccc21)c1cccc([N+](=O)[O-])c1	2%[76.3 µM]
CCCc1c(C(=O)N/N=C/c2cccnc2)nnn1-c1nonc1N	-12%[76.3 µM]
COc1cccc(C(=O)NNC(=O)c2ccccc2)c1	-3%[76.3 µM]
COc1ccc(C(=O)Nc2cc(C)on2)c(OC)c1	0%[76.3 µM]
Cc1ccccc1C(=O)NC1CCN(CC(=O)NC2CCCCC2)CC1	2%
CC(=O)Nc1ccc(N2C(=O)C3C4C=CC(CC4)C3C2=O)cc1 (centres undefined)	-1%
CC(=O)c1c(C)nn(CC(=O)NC2CCCN(Cc3ccc(CC(C)C)cc3)C2)c1C (centres undefined)	-3%[76.3 µM]
COc1ccc(C)c2sc(NC(=O)c3cccc(N4C(=O)CCC4=O)c3)nc12	1%[76.3 µM]
O=C(/C=C/Nc1ccc(F)c(Cl)c1)c1ccccc1	1%[76.3 µM]
O=C(O)CN1C(=O)/C(=C\c2cc(Br)ccc2OCc2ccccc2Cl)SC1=S	-21%
COc1ccc(CN2C[C@H](C)[C@@H](CC(=O)NCc3ccccc3)C2=O)cc1	-7%[76.3 µM]

Retrieved one by one from the list above, six records:
SMILES	GAA glycogen mod
COc1ccc(C)c2sc(NC(=O)c3cccc(N4C(=O)CCC4=O)c3)nc12	1%[76.3 µM]
O=C(c1cc(-c2cccc(Br)c2)nc2ccccc12)N1CCCC1	-8%[76.3 µM]
CN(CC(=O)NCC1CCCO1)S(=O)(=O)c1ccc(Br)cc1 (centres undefined)	-1%[76.3 µM]
COc1ccc(C(=O)Nc2cc(C)on2)c(OC)c1	0%[76.3 µM]
O=C(COc1ccc2c3c(c(=O)oc2c1)CCC3)NCCCN1CCOCC1	1%[76.3 µM]
Cc1ccccc1C(=O)NC1CCN(CC(=O)NC2CCCCC2)CC1	2%
